Screening results: PubChem, National Center for Advancing Translational Sciences (NCATS)
ALOX15B inhib: inhibitors of human 15-lipoxygenase 2 (ALOX15B); 0.56% of 110,000 active; O15296; Potency, µM (top dose mostly 57.1 µM), without a hit: top-dose activity change, negative = inhibition, actives largely listed as inhibitors; purified 15hLO-2, xylenol orange hydroperoxide absorbance; further: potency means the concentration at half of the fitted maximal effect; nearly all actives have a fitted effect of over 60% in size; many of its hits are not listed in these tables
Target sequence (O15296 whole entry, looked up): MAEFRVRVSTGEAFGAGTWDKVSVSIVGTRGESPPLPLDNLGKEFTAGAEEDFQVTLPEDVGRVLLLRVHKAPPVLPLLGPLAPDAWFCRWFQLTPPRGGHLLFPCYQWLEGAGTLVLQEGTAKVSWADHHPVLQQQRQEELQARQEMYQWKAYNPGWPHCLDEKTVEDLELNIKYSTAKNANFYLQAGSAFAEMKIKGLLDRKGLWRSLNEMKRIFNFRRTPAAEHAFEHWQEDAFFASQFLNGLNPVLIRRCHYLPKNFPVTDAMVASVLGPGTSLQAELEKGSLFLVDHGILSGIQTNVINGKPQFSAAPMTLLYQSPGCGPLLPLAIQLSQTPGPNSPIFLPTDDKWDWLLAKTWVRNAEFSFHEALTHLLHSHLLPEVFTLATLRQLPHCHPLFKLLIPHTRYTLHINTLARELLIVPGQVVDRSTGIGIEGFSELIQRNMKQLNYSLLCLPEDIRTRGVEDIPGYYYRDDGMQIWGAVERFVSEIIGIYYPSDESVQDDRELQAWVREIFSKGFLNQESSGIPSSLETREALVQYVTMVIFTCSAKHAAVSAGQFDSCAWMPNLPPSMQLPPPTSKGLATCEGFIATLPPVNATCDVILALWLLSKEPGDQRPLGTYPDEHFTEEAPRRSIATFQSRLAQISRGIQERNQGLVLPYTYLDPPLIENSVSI
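Purified human 15hLO-2 (50 nM final) preincubated with compounds 15 min at room temperature in 25 mM Hepes pH 7.5, 0.01% Triton X-100, then 45 uM arachidonic acid added for 90 min; hydroperoxide detected via ferrous/xylenol orange, 573/405 nm absorbance ratio.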
IMPase cell inh: membrane-permeable compound that blocks inositol monophosphatase; P97697; CHO-M1 cells, IP1 accumulation, HTRF TR-FRET ratio; inhibition (IP1 accumulation), % at 46.1 µM; 120,000 tested, under 10 active; active means well fitted curve in the direction sought with a large enough effect in the signal ratio, not every such curve was filed as active; inconclusive means small, poorly fitted or top-dose-only effect, or a change in a side signal; inactive means no such curve, though single readings can be large or run the other way; the % refers to the signal ratio;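 further: cells stimulated with carbachol in lithium chloride buffer; plate controls were DMSO basal wells for no effect and reference inhibitor wells for full effect; higher means more IMPase inhibition seen as more IP1 and lower FRET ratio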
Target sequence (P97697 whole entry, looked up): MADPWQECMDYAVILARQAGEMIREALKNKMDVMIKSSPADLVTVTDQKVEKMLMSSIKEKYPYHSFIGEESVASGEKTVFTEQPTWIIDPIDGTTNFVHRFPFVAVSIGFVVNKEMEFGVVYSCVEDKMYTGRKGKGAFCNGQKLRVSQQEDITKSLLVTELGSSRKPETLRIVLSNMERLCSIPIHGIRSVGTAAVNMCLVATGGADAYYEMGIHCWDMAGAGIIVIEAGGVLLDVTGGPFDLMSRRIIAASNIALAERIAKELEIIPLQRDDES
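The IP-One HTRF competitive assay in carbachol-stimulated CHO-M1 cells quantifies cellular IP1. Compounds spanned up to 46 uM final, and activity is expressed as AC50 from concentration-response fits of the ratio and donor data.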
12-hLO inh: inhibitors of human 12-lipoxygenase (ALOX12) | Potency, µM (titrated, usually from 57.1 µM), for inactives: top-dose activity change, negative = inhibition, hits mostly inhibitors | AID 1452 | P18054 | purified 12-hLO, xylenol orange hydroperoxide absorbance | 0.12% of 150,000 active; further: potency means the concentration at half of the fitted maximal effect; nearly all actives have a fitted effect of over 55% in size; many of its hits are not listed in these tables
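Xylenol orange chromogenic assay: hydroperoxide from 12hLO oxidises Fe(II), giving red-shifted Fe(III)-XO absorbance. Conditions: 150 nM enzyme, 40 uM arachidonic acid, 25 mM Hepes pH 7.0, 0.01% Triton X-100, 30 min, room temperature.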
PNC assembly inh: inhibitors of perinucleolar compartment assembly | activity change (PNC), negative = inhibition, % at 10 µM | 3.1% of 140,000 active | PC3M PTB-GFP, PNC prevalence imaging, 16 h; active compounds read low;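 active means readout at or below -70, meaning at least 70% loss of cells showing the perinucleolar compartment, a nuclear body marking cancer cells; inconclusive means readout between -30 and a set limit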;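 further: plate controls were DMSO wells for no effect and camptothecin positive control wells for full effect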
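PC3M cells stably expressing PTB-GFP, 750–1000 cells/well, treated 16 h at 37 °C with compound (23 nl of library stock), in duplicate. After paraformaldehyde fixation and Hoechst stain, imaged at 20x; PNC prevalence scored by image analysis.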
Starred values were filed as active, the others as inactive; [ ] = another dose, or the depositor's remark. Unless noted, the call rests on the fitted dose curve; in most records, active means well fitted curve in the direction sought with a large enough effect; inconclusive means small, poorly fitted or top-dose-only effect, or another doubt; inactive means no such curve, though single readings can be large; an effect the other way counts as inactive or inconclusive. Unless noted, on the % scale 0 is the no-effect control and ±100 the full control effect.

CCN=c1sc2ccccc2n1CC(O)COc1ccccc1 (stereo not drawn) was read as ALOX15B inhib 5%, IMPase cell inh 8, 12-hLO inh -2% and PNC assembly inh -1.
Screening Cc1ccc(NC(=S)N2CCC(N(C)CC3CCCO3)CC2)c(C)c1 (stereo not drawn) returned ALOX15B inhib -4%, IMPase cell inh 1, 12-hLO inh 6% and PNC assembly inh 62.
O=[N+]([O-])c1ccc(NC(=S)N/C(=N/CS(=O)(=O)c2ccccc2)c2ccccc2)cc1 was read as ALOX15B inhib -23%, IMPase cell inh 11, 12-hLO inh -16% and PNC assembly inh inconclusive.
`CC1=CC(=O)CC(C)(C)C1(O)/C=C/C(C)=C\C(=O)O` (stereo not drawn) gave ALOX15B inhib 0%, IMPase cell inh -5 and 12-hLO inh -5%.
For O=C1CSC(=Nc2cc(Cl)ccc2Cl)N1 the results were ALOX15B inhib 3%, IMPase cell inh -6, 12-hLO inh -1% and PNC assembly inh -17.
`Cc1cc(C)c2c(n1)SCC(=O)N2CC(=O)NCCC1=CCCCC1` gave ALOX15B inhib -4%, IMPase cell inh 9, 12-hLO inh -2% and PNC assembly inh -20.
COc1ccccc1OCC(=O)Nc1nonc1NC(=O)COc1ccccc1OC was read as 12-hLO inh -2% and PNC assembly inh -18.
Cc1cccc(N2CC(C(=O)Nc3nnc(SCC(=O)Nc4cc(C)on4)s3)CC2=O)c1 (stereo not drawn) was read as 12-hLO inh -4% and PNC assembly inh -6.
For O=C(NCCOc1ccccc1Cl)C(=O)Nc1ccccc1 the results were 12-hLO inh 0% and PNC assembly inh 5.
`COc1ccccc1CNC(=O)CCc1nc2ccccc2c(=O)[nH]1` gave ALOX15B inhib 1%, IMPase cell inh 2, 12-hLO inh 2% and PNC assembly inh inconclusive.
For COC(=O)c1ccc(CSCC(=O)Nc2cc(OC)cc(OC)c2)o1 the results were ALOX15B inhib -6%, IMPase cell inh inconclusive, 12-hLO inh -6% and PNC assembly inh 14.
For CCOC(=O)C1CCN(Cc2ccc(F)c(F)c2)CC1 the results were ALOX15B inhib -9%, IMPase cell inh -2, 12-hLO inh -7% and PNC assembly inh -101*.
C[C@@](N)(C(=O)O)c1ccc(P(=O)(O)O)cc1 was read as ALOX15B inhib 16%, IMPase cell inh -1 and 12-hLO inh -3%.
COc1ccc(NC(=O)CCN2CCCC2)c(OC)c1 was read as IMPase cell inh -6[0.369 µM], 12-hLO inh 1% and PNC assembly inh 16.
CN(C)CCNC(NC(=O)c1cccs1)C(Cl)(Cl)Cl (stereo not drawn) was read as IMPase cell inh 5, 12-hLO inh 0% and PNC assembly inh inconclusive.
`Cc1ccc(C)c(NC(=O)c2ccccc2O)c1` gave ALOX15B inhib -9%, IMPase cell inh 6, 12-hLO inh -7% and PNC assembly inh 0.
Screening CCOC(=O)c1c(NC(=O)c2ccc(Cl)s2)sc(C)c1C returned ALOX15B inhib 0%, IMPase cell inh -8, 12-hLO inh -10% and PNC assembly inh 28.
`C=NC(C(=O)NC1C(=O)N2C1SC(C)(C)C2C(=O)O)c1ccccc1` (stereo not drawn) gave ALOX15B inhib 7% and 12-hLO inh -4%.
Screening COc1cc(C=O)ccc1OCCOCCOc1ccc(Cl)cc1 returned ALOX15B inhib 0%, IMPase cell inh -2, 12-hLO inh -2% and PNC assembly inh 19.
Cc1cccc(OCCCC(=O)Nc2ccc(N3CCCCC3)cc2)c1C was read as ALOX15B inhib -12%, IMPase cell inh 10, 12-hLO inh -4% and PNC assembly inh 18.
Screening COc1ccc(C2C(C(C)=O)=C(C)N=c3s/c(=C\c4cc(C)n(C)c4C)c(=O)n32)c(OC)c1 (stereo not drawn) returned ALOX15B inhib -27%, IMPase cell inh 1, 12-hLO inh -27% and PNC assembly inh 6.
N#Cc1c(SCC(=O)Nc2ccccc2)nsc1SCC(=O)Nc1ccccc1 was read as IMPase cell inh 0, 12-hLO inh 3% and PNC assembly inh 54.
CCc1ccccc1O was read as ALOX15B inhib -2% and 12-hLO inh 2%.
O=C(O)c1cc2c(ccc3ccccc32)[nH]1 was read as ALOX15B inhib -8%, IMPase cell inh 9, 12-hLO inh -4% and PNC assembly inh 31.
For Cc1ccc(C2NC(=S)NC3=C2N2CCC3CC2)cc1 (stereo not drawn) the results were ALOX15B inhib -9%, IMPase cell inh 1, 12-hLO inh 0% and PNC assembly inh 64.
For N#C/C(=C\c1ccc[nH]1)S(=O)(=O)c1ccccc1 the results were ALOX15B inhib -14%, IMPase cell inh 5, 12-hLO inh -6% and PNC assembly inh 12.
Cc1sc(NC(=O)CCCC(=O)O)c(C#N)c1C was read as ALOX15B inhib -8%, IMPase cell inh 0, 12-hLO inh -2% and PNC assembly inh inconclusive.
Screening N#CC1=C(O)C(c2ccccc2)n2c1nc(=O)c1ccccc12 (stereo not drawn) returned ALOX15B inhib 12%, IMPase cell inh -19, 12-hLO inh -21% and PNC assembly inh 32.
`O=C(Cc1cccc2ccccc12)Nc1nc(-c2cccc([N+](=O)[O-])c2)cs1` gave IMPase cell inh -2, 12-hLO inh -2% and PNC assembly inh -21.
`O=C(N1CCCCCC1)N1CCN(C(=O)N2CCCCC2)CC1` gave ALOX15B inhib 4%, IMPase cell inh 11, 12-hLO inh 4% and PNC assembly inh 9.
`O=C(Nc1nnc(CCc2ccccc2)s1)c1cccs1` gave ALOX15B inhib -11%, IMPase cell inh -1, 12-hLO inh 1% and PNC assembly inh 8.
`CCc1nnc(NC(=O)C2CC(=O)N(c3ccc(C)cc3)C2)s1` (stereo not drawn) gave ALOX15B inhib -20%, IMPase cell inh inconclusive, 12-hLO inh -8% and PNC assembly inh 12.
Screening c1ccc2c(c1)CCN(c1ncnc3nc[nH]c13)C2 returned IMPase cell inh -7, 12-hLO inh 2% and PNC assembly inh 37.
Screening O=C(Cc1ccc(Cl)cc1)NCCN1CCCC1 returned ALOX15B inhib 4%, IMPase cell inh 2, 12-hLO inh 4% and PNC assembly inh 33.
O=C(CSc1nnc(Cc2cccs2)n1Cc1ccco1)Nc1ccc(Cl)cc1Cl was read as ALOX15B inhib -24%, IMPase cell inh 16, 12-hLO inh inconclusive and PNC assembly inh 10.
`S=C(NCCc1ccc(Cl)cc1)Nc1ccc(Cl)cc1Cl` gave IMPase cell inh 3, 12-hLO inh 11µM* and PNC assembly inh -14.
Screening CCNCc1cc(Cl)cc(OC)c1OC(C)C returned 12-hLO inh 3% and PNC assembly inh 37.
Nn1cnnc1SCC(=O)Nc1ccc2c(c1)OCCO2 was read as ALOX15B inhib 2%, IMPase cell inh -4, 12-hLO inh 1% and PNC assembly inh -13.
For O=C(CSCc1ccc(Cl)cc1)NCc1ccc2c(c1)OCO2 the results were ALOX15B inhib 1%, IMPase cell inh 18, 12-hLO inh -13% and PNC assembly inh -10.
`O=C(NCc1cccs1)C1CCN(c2nccs2)CC1` gave ALOX15B inhib 4%, IMPase cell inh -3, 12-hLO inh -5% and PNC assembly inh 1.
For Cc1nn(CC(=O)Nc2ccc3c(c2)nc2n3CCOC2)c(=O)c2ccccc12 the results were ALOX15B inhib -2%, IMPase cell inh 14, 12-hLO inh 9% and PNC assembly inh inconclusive.
Screening CCOC(=O)c1sc(=S)n(CC)c1NC(=O)C1CC1 returned ALOX15B inhib -5%, IMPase cell inh 11, 12-hLO inh -2% and PNC assembly inh inconclusive.
For Cc1cc(Cl)c2ccccc2n1 the results were 12-hLO inh -2% and PNC assembly inh 20.
For CCOc1cccc(/C=N/NC(=S)Nc2cc(S(=O)(=O)N3CCOCC3)ccc2N2CCOCC2)c1O the results were 12-hLO inh -16% and PNC assembly inh inconclusive.
For CCOc1cc(C2C(C(=O)OC)=CN(C3CCCC3)C=C2C(=O)OC)cc(Br)c1O the results were ALOX15B inhib -3%, IMPase cell inh 1, 12-hLO inh -10% and PNC assembly inh 9.
Screening COC(=O)c1ccc(Cn2c(C)cc(C)[n+]2C)o1 returned ALOX15B inhib -27%, IMPase cell inh 7, 12-hLO inh 4% and PNC assembly inh inconclusive.
CNc1ccc(S(=O)(=O)NCC(=O)OCC(=O)Nc2cccc(Cl)c2Cl)cc1[N+](=O)[O-] was read as 12-hLO inh -2% and PNC assembly inh 0.
O=C(COC(=O)c1cccc(S(=O)(=O)N2CCc3ccccc32)c1)NC1CCS(=O)(=O)C1 (stereo not drawn) was read as ALOX15B inhib 1%, IMPase cell inh -8, 12-hLO inh 3% and PNC assembly inh -1.
Screening NC1=NC2(CCCCC2)N=C(Nc2ccc(F)cc2F)N1 returned ALOX15B inhib 7%, IMPase cell inh 10, 12-hLO inh 6% and PNC assembly inh -24.
CSc1nnc(C)c(=O)n1COC(=O)COc1ccccc1C was read as IMPase cell inh -2, 12-hLO inh 1% and PNC assembly inh -27.
Screening Cc1cc(NC(=O)c2noc3c2CCCC3)nn1Cc1ccc(Cl)cc1 returned ALOX15B inhib 40%[activator], IMPase cell inh 3, 12-hLO inh -18% and PNC assembly inh inconclusive.
CCOc1ccccc1N1CC(C(=O)N2CCc3ccccc32)CC1=O (stereo not drawn) was read as IMPase cell inh 11, 12-hLO inh 4% and PNC assembly inh 12.
Screening CCOC(=O)C1=C(C)OC(N)=C(C#N)C1c1cc2c(cc1Br)OCO2 (stereo not drawn) returned ALOX15B inhib -3%, IMPase cell inh -2, 12-hLO inh -19% and PNC assembly inh -28.
For Cc1c(C(=O)Nc2ccncc2)sc2nc(-c3ccccc3)cn12 the results were ALOX15B inhib 6%, IMPase cell inh 5, 12-hLO inh 0% and PNC assembly inh -26.
Screening CCOC(=O)N1CCC(NC(=O)C2CCN(C(=O)N3CCOc4ccccc43)CC2)CC1 returned ALOX15B inhib 1%, IMPase cell inh 4, 12-hLO inh 0% and PNC assembly inh 7.
`CCOC(=O)C(C(=O)OCC)C1CS(=O)(=O)CC1C(C(=O)OCC)C(=O)OCC` (stereo not drawn) gave IMPase cell inh 4, 12-hLO inh -1% and PNC assembly inh 9.
Cc1noc(C)c1COc1ccc(C(=O)OCC(=O)c2ccc3c(c2)OCCO3)cc1 was read as ALOX15B inhib 0%, IMPase cell inh -10, 12-hLO inh 1% and PNC assembly inh inconclusive.
Screening Clc1ccc2[nH]c3c(NCCN4CCOCC4)ncnc3c2c1 returned ALOX15B inhib 34%[activator], IMPase cell inh 1, 12-hLO inh 5% and PNC assembly inh inconclusive.
For COc1cc(OC)c(C(=O)CCCCN2CCC3(CC2)NC(=O)NC3=O)cc1NS(=O)(=O)c1ccc(C(F)(F)F)cc1 the results were ALOX15B inhib 28%, IMPase cell inh 0 and 12-hLO inh -4%.
For COC(=O)[C@H](C)NC(=O)NC1CCN(Cc2ccccc2)CC1 the results were ALOX15B inhib 1%, IMPase cell inh 6, 12-hLO inh 1% and PNC assembly inh -9.
Screening COC(=O)c1c(NC(=O)CN2CCN(c3ccccc3Cl)CC2)sc(C)c1C returned IMPase cell inh -10, 12-hLO inh -4% and PNC assembly inh 15.
`COc1ccc(-c2nn3c(-c4ccccn4)nnc3s2)cc1OC` gave IMPase cell inh 8[0.0738 µM], 12-hLO inh 1% and PNC assembly inh -10.
For O=C(OCC(=O)N1CCN(C(=O)c2ccco2)CC1)c1ccccc1C(=O)c1ccc(Cl)cc1 the results were ALOX15B inhib 2%, IMPase cell inh -5, 12-hLO inh -1% and PNC assembly inh 10.
Screening C1CN(CC23CC4CC(CC(C4)C2)C3)CCO1 returned IMPase cell inh -7, 12-hLO inh 4% and PNC assembly inh -8.
